# Mito fusion act = inhibitors of mitochondrial division or activators of mitochondrial fusion; S. cerevisiae fusion-defective mutant growth rescue, CellTiterGlo 48 h; 320,000 compounds, 0.23% hits; AID 485298; Potency, µM (series often up to 46.1 µM), inactives show at the top dose growth rescue (activation), most hits filed as activators;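 also: potency is read from the fitted curve at half-maximal effect; % of control where 0% means no effect; nearly all actives have a fitted effect of over 45% in size; temperature-sensitive fusion mutants such as fzo1-1 at 37 °C on non-fermentable ethanol glycerol medium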
#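 Luminescent cell viability in 1536-well qHTS format served as the measure of rescued growth in ts fusion-mutant S. cerevisiae cultured on non-fermentable YPEG for 48 hours at 37C.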
# Integrin act MD = activates integrin-mediated alleviation for muscular dystrophy; alpha7betagal myoblasts, beta-gal FDG fluorescence, 48 h; Potency, µM (titrated, usually from 38.3 µM), for inactives: top-dose activation, most hits filed as activators; 350,000 compounds, 0.064% hits; AID 624291;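 also: potency is read from the fitted curve at half-maximal effect; 100% = response of the positive control SU9516; nearly all actives have a fitted effect of over 60% in size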
#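 Alpha7betagal+/- myoblasts (passage 13) were plated 16-24 hr, then exposed to compounds (1:260 dilution of DMSO stock) for 48 hours at 37C. After MPER lysis, β-galactosidase reporter activity was read as FDG fluorescence (ex 480/em 540) after 30 minutes.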
# ASM inhibitor = blocks human secretory acid sphingomyelinase | 340,000 compounds, 0.006% hits | AID 504937 | placental ASM, HMU-PC fluorogenic substrate, 60 min | Potency, µM (top dose mostly 57.5 µM), for inactives: at the highest dose activity change, negative = inhibition, hits mostly inhibitors; also: potency is read from the fitted curve at half-maximal effect
#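 Human placenta-derived ASM enzyme was preincubated with compound for 10 minutes at room temperature, then given fluorogenic substrate HMU-PC0 (9 uM final) for 60 minutes at 37 °C; a pH 10 stop preceded fluorescence reading at Ex 386/Em 447 nm.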
# CXXC DNA block = blocks binding of human MLL CXXC domain to DNA; 290,000 compounds, 0.037% hits; Potency, µM (titrated, usually from 115 µM), for the others: top-dose activity change, negative = inhibition, actives largely listed as inhibitors; AID 2662; Q03164; MLL-CXXC / FITC-HOXA9 DNA fluorescence polarization; active = well fitted inhibition curve with a large enough effect in the polarisation, with a control signal flat, not every such curve was filed as active; inconclusive = small, poorly fitted or top-dose-only effect, or effect the other way, or a change in a side signal; inactive = no such curve, though single readings can be large or run the other way; the % refers to the polarisation; also: potency is read from the fitted curve at half-maximal effect
#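 Steps: dispense CXXC domain solution (7 uM) → pin compounds or unlabeled HOX-A9 DNA control → 5 min ambient → add FLSN-HOX-A9 solution (50 nM) → spin → 30 min ambient → fluorescence polarization. Tris pH 7.5/NaCl/DTT/BSA buffer.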
# AT treatment = candidate therapy for ataxia-telangiectasia; […] A-T fibroblasts, KAP-1 phosphorylation AlphaLISA; neocarzinostatin DNA damage 30 min before lysis; Potency, µM (highest dose often 57.5 µM), for the others: at the highest dose activation, hits mostly activators; 320,000 compounds, 0.19% hits; AID 485349; also: potency is read from the fitted curve at half-maximal effect; % of control where 0% means no effect; nearly all actives have a fitted effect of over 45% in size
#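 ATM-like activity read as KAP-1 phosphorylation via AlphaLISA donor/acceptor antibody pairs after lysis and 6 hr at 25C. Cells were ATM-null patient fibroblasts ([…], hTERT), dosed 60 min, then exposed to the DSB inducer NCS for 30 min.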
# Menin-MLL TR inh = inhibitors of human menin-MLL interaction, mutant MLL peptide; O00255; Menin + Texas Red MLL mutant peptide, fluorescence polarization; Potency, µM (top dose mostly 61.6 µM), without a hit: at the top dose FP activity change, negative = inhibition, actives largely listed as inhibitors; 270,000 compounds, 0.23% hits; AID 1768; active = well fitted inhibition curve with a large enough effect in the polarisation, with a control signal flat, not every such curve was filed as active; inconclusive = small, poorly fitted or top-dose-only effect, or effect the other way, or a change in a side signal; inactive = no such curve, though single readings can be large or run the other way; the % refers to the polarisation; also: potency is read from the fitted curve at half-maximal effect; % of control where 0% means no effect; many of its hits are not listed in these tables
# TCR act = activates T cell receptor signaling | Potency, µM (highest dose often 9.22 µM), without a hit: top-dose activation of IL-2 secretion, most hits filed as activators | AID 504894 | primary human leukocytes, anti-CD3, IL-2 HTRF, 48 h | 330,000 tested, under 10 active; also: % of control where 0% means no effect
#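 Using a-CD3 beads without co-stimulation, primary human leukocytes were exposed to compounds for 48 hr. An HTRF IL-2 kit measured the cytokine, with europium-to-d2 energy transfer producing emission at 665nm upon 320nm excitation.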
# TSHR antagonist = human thyrotropin receptor antagonism. activity change, negative = inhibition, % at 11.5 µM. AID 504810. TSHR-expressing cells, TSH-stimulated cAMP HTRF, 2 h; hits give low values. P16473. 330,000 compounds, 0.2% hits;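 active = activity change below a set negative limit, meaning inhibition stronger than a set level, cut at about -70% in these data; inconclusive = activity change between two set negative limits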; also: % is scaled to controls: 0 for no effect and ±100 for the full control effect
#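 Inhibition of cAMP made by TSHR-expressing cells under TSH stimulation (4nM final, EC80; 2 h, 37 deg C) is quantified with a one-step lysis HTRF kit, anti-cAMP cryptate versus cAMP-d2.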
# PTAP TSG101 blk = blocks PTAP/TSG101 interaction to inhibit HIV-1 budding | Potency, µM (series often up to 115 µM), inactives show at the highest dose activity change, negative = inhibition, hits mostly inhibitors | Q99816 | AID 493005 | Fluorescence polarization, FITC-PTAP peptide / Tsg101 binding | 340,000 tested, under 10 active; active = well fitted inhibition curve with a large enough effect in the main read-out, with a control signal flat, not every such curve was filed as active; inconclusive = small, poorly fitted or top-dose-only effect, or effect the other way, or a change in a side signal; inactive = no such curve, though single readings can be large or run the other way; also: potency is read from the fitted curve at half-maximal effect; % of control where 0% means no effect
# Target sequence (Q99816 whole entry, looked up): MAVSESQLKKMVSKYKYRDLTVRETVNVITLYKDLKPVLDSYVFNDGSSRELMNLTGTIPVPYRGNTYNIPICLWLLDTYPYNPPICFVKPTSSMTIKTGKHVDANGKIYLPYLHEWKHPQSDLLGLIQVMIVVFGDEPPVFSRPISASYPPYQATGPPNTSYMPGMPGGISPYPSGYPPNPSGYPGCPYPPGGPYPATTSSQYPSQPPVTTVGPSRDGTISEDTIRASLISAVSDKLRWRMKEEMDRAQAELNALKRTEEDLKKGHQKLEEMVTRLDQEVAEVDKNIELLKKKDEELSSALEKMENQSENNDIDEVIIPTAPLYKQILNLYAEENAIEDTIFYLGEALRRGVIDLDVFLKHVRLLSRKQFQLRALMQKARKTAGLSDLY
#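 FP read-out: FITC-PTAP peptide, 50 nM final, binding Tsg101 binding domain, 10 uM final; 20 min, r.t.; 10 mM HEPES pH 7.5, 0.15 M NaCl, 0.01% Tween 20, 3 mM EDTA, 0.1 mM TCEP.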
# MBNL1-CUG inh = blocks human MBNL1 binding to CUG repeat RNA; Q9NR56; TR-FRET MBNL1-His/biotin-(CUG)12 binding, 665/545 ratio; Potency, µM (doses to about 57.5 µM), for inactives: top-dose activity change, negative = inhibition, usual class: inhibitors; 280,000 compounds, 0.036% hits; AID 2675; active = well fitted inhibition curve with a large enough effect in the signal ratio, with a control signal flat, not every such curve was filed as active; inconclusive = small, poorly fitted or top-dose-only effect, or effect the other way, or a change in a side signal; inactive = no such curve, though single readings can be large or run the other way; the % refers to the signal ratio; also: potency is read from the fitted curve at half-maximal effect; % is scaled to controls: 0 for no effect and ±100 for the full control effect
# Target sequence (Q9NR56 whole entry, looked up): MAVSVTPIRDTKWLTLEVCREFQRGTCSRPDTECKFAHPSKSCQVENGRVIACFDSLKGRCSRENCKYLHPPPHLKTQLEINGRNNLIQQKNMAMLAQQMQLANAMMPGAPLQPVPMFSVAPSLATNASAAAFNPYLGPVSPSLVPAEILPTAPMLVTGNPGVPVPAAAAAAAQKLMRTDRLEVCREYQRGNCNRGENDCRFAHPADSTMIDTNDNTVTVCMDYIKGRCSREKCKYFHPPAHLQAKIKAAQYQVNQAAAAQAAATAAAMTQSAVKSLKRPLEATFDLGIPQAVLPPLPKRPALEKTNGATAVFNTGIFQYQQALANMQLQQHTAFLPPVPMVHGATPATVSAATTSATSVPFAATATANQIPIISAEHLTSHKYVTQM
#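 Ratiometric TR-FRET (665 over 545 nm, excitation 340 nm) tracks disruption of MBNL1-His/biotin-(CUG)12 complex after 60 min at room temperature, with compounds at 92 nM to 58 uM final.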
# Starred values were filed as active, the others as inactive; u = inconclusive; x = no result given; & = joins results of further samples; [ ] = remark or other dose. Unless noted, calls follow the shape of the dose curve; as a rule, active = well fitted curve in the direction sought with a large enough effect; inconclusive = small, poorly fitted or top-dose-only effect, or another doubt; inactive = no such curve, though single readings can be large; an effect the other way counts as inactive or inconclusive. A portion of the library; the hit share may differ from the screen's.
1) O=C(CSc1nc2ccccc2o1)NC(=O)NCc1ccco1
2) CC1=NN(C(N)=S)C(=O)C1N=Nc1c(C)cc(C)cc1C (stereo not drawn)
3) CC1(C)N=C(N)NC(Nc2ccccc2)=N1
4) Cc1ccn2c(C(=O)c3ccc(Cl)cc3)cnc2c1
5) O=C(NCC(c1cccs1)N1CCOCC1)c1cc2ccccc2oc1=O (stereo not drawn)
6) O=C(N/N=C/c1ccoc1)c1ccc(Cl)cc1
7) CC(C)CNC(=O)c1nn(Cc2ccccc2)c(=O)c2ccccc12
8) CCN(CC)C(=O)Cn1cc(C(=O)C(=O)N2CCN(c3ccccc3)CC2)c2ccccc21
entry no.,1,2,3,4,5,6,7,8
Mito fusion act,-1%,11%,-3%,5%,x,3%,22%,-1%
Integrin act MD,14%,-6%,-2%,8%,14%,1%,-36%,u
ASM inhibitor,-2%,-4%,2%,-1%,5%,0%,-8%,-2%
CXXC DNA block,-5%,2%,9%,-11%,x,28%,-5%,-3%
AT treatment,-7%,x,7%,x,-7%,0%,-5%,-20%
Menin-MLL TR inh,0%,-8%,7%,-1%,x,x,-11%,x
TCR act,2%,5%,3%,-75%,2%,-6%,3%,9%
TSHR antagonist,4,9,-7,-15,x,-16,-6,18
PTAP TSG101 blk,-1%,-2%,-3%,-5%,-12%,-6%,-1%,0%
MBNL1-CUG inh,3%,24%,-4%,9%,x,u,1%,-3%

# Entries of single compounds, quoted from the list:
# CC1(C)N=C(N)NC(Nc2ccccc2)=N1 is entered as Mito fusion act: -3%; Integrin act MD: -2%; ASM inhibitor: 2%; CXXC DNA block: 9%; AT treatment: 7%; Menin-MLL TR inh: 7%; TCR act: 3%; TSHR antagonist: -7; PTAP TSG101 blk: -3%; MBNL1-CUG inh: -4%
# O=C(CSc1nc2ccccc2o1)NC(=O)NCc1ccco1 is entered as Mito fusion act: -1%; Integrin act MD: 14%; ASM inhibitor: -2%; CXXC DNA block: -5%; AT treatment: -7%; Menin-MLL TR inh: 0%; TCR act: 2%; TSHR antagonist: 4; PTAP TSG101 blk: -1%; MBNL1-CUG inh: 3%

# Following part
9) O=C(CCNC(=O)Cn1ccc2ccccc2c1=O)NCc1ccccn1
10) Cc1cc(C(=O)Cn2nnc3ccccc3c2=O)c(C)n1-c1c(C)n(C)n(-c2ccccc2)c1=O
11) Cc1cc(C)cc(-n2c(C)c3c(C)nnc(C)c3c2C)c1
12) CCOC(=O)c1ccc(NC(=O)Cc2cccs2)cc1
13) O=C(c1cnc2ccccn2c1=O)N1CCc2ccccc21
14) COc1cc(/C=C2/C(=O)NN(c3cccc(C)c3)C2=O)ccc1OC(=O)c1ccco1
15) CC1CCCN1CC#CC(O)(c1ccccc1)c1ccccc1 (stereo not drawn)
16) Cc1ccc(NC(N)=S)cc1
entry no.,9,10,11,12,13,14,15,16
Mito fusion act,-5%,-1%,3%,-1%,-4%,-4%,-3%,-1%
Integrin act MD,-2%,-6%,-32%,-14%,3%,20%,-6%,-19%
ASM inhibitor,-1%,2%,4%,-5%,-1%,-9%,-2%,5%
CXXC DNA block,-3%,1%,4%,-8%,-1%,u,14%,-1%
AT treatment,4%,-2%,2%,6%,-14%,x,4%,-1%
Menin-MLL TR inh,4%,-8%,-5%,24%,5%,u,x,-4%
TCR act,3%,-2%,4%[46.1 µM],-1%,x,-2%[46.1 µM],2%,3%[46.1 µM]
TSHR antagonist,0,-12,-6,-16,12,16,2,-1
PTAP TSG101 blk,22%,-8%,0%,-1%,-1%,-9%,2%,-1%
MBNL1-CUG inh,2%,u,6%[11.5 µM],0%,9%,u,3%,x

17) C/C=C/c1ccc(OCCCCOc2ccc(OC)cc2)c(OC)c1
18) CN(CC(=O)NCCc1ccc(S(N)(=O)=O)cc1)CC(=O)Nc1ccc(F)c(F)c1F
19) O=C(COC(=O)c1cnccn1)Nc1ccc(Cl)cn1
20) Nc1nonc1-n1nnc(C(=O)N/N=C/C=C/c2ccccc2)c1CSC1=NCCS1
21) O=C(Cc1ccccc1)c1c[nH]c(C(=O)NCCCn2ccnc2)c1
22) O=C(CCC(=O)c1ccccc1)Nc1ccccc1
23) COC(=O)c1ccc(CC(=O)c2ccc(O)cc2O)o1
24) COc1cc(C(=O)Nc2ccc3c(c2)CCCN3C(=O)c2ccco2)c([N+](=O)[O-])cc1OC
entry no.,17,18,19,20,21,22,23,24
Mito fusion act,4%,x,-3%,3%,8%,x,17%,-1%
Integrin act MD,-17%,7%,-5%,-22%,x,-11%,-25%,25%
ASM inhibitor,-19%,0%,6%,-2%,x,-1%,0%,-4%
CXXC DNA block,-10%,x,x,-12%,u,x,8%,x
AT treatment,9%,3%,-1%,-7%,-1%,x,x,-2%
Menin-MLL TR inh,-15%,x,x,x,1%,x,33%[activator],x
TCR act,1%[46.1 µM],-4%[46.1 µM],-1%,-1%,x,-4%,1%,5%
TSHR antagonist,-10,-5,14,-37,13,x,-11,-8
PTAP TSG101 blk,-5%,-1%,-2%,10%,x,-2%,0%,-3%
MBNL1-CUG inh,x,x,x,15%,1%,x,3%,x

25) C[n+]1nc(Nc2ccccc2)sc1-c1ccc(C(=O)O)cc1
26) Cc1ccsc1C1CC(=O)NC2=C1C(=O)CC(C)(C)C2 (stereo not drawn)
27) Nc1nc(-c2nc3ccccc3[nH]2)cs1
28) CCOC(=O)c1ccc(N2C(=O)c3n[nH]c(-c4ccco4)c3C2c2ccc([N+](=O)[O-])cc2)cc1 (stereo not drawn)
29) CC(C)[C@H](NC(=O)C1CCN(C(=O)[C@@H]2CCCN2)CC1)C(=O)NCc1ccc(F)cc1
30) Cc1cccn2c(=O)c(/C=N/O)c(N3CCCC3)nc12
31) CN(C)/C=N/c1cc(=O)[nH]c(=O)n1CC1CC1
32) CCN(CC)CCN(C(=O)c1ccc2c(c1)CCCC2)c1nc2ccc(C)cc2s1
entry no.,25,26,27,28,29,30,31,32
Mito fusion act,0%,-4%,4%,5%,4%,2%,-2%,-7%
Integrin act MD,x,-5%,8%,-61%[inhibitor],12%,3%,5%,-39%
ASM inhibitor,x,0%,8%,u,0%,-2%,2%,-6%
CXXC DNA block,-16%,-1%,23%,1%,-7%,5%,2%,-10%
AT treatment,5%,x,8%,0%,1%,-5%,7%,0%
Menin-MLL TR inh,x,-6%,-5%,-3%,6%,-14%,-1%&0%,u
TCR act,x,13%,12%,2%[46.1 µM],0%,-3%,-4%,9%
TSHR antagonist,-8,3,1,-13,-2,-4,6,0
PTAP TSG101 blk,x,-9%,-4%,-8%,-3%,-6%,-3%,-2%
MBNL1-CUG inh,-4%,-10%,12%,x,9%,12%,-14%,1%

33) COc1ccc(NC(=O)CCN2CCCCC2)cc1
34) CCCCCOc1ccc(N2C(=O)CC(N(O)c3ccccc3)C2=O)cc1 (stereo not drawn)
35) CC(=O)Nc1ccc(C=CC=Cc2cccc([N+](=O)[O-])c2)cc1
36) CSCC[C@H](NC(=O)c1cccc(S(=O)(=O)N2CCN(C)CC2)c1)c1nc2ccccc2[nH]1
37) O=C(Nc1ccc(N2CCCCC2)cc1)c1cc(S(=O)(=O)N2CCOCC2)ccc1F
38) Cc1ccc2nsnc2c1S(=O)(=O)N1CCN(C(=O)C2CCCO2)CC1 (stereo not drawn)
39) COc1ccc(N2CCN(CC(=O)NCc3ccc(Cl)cc3)CC2)cc1
entry no.,33,34,35,36,37,38,39
Mito fusion act,-2%,-2%,x,x,4%,4%,5%
Integrin act MD,4%,-9%,-23%,0%,-9%,20%,17%
ASM inhibitor,-1%,-3%,-8%,3%,x,-1%,1%
CXXC DNA block,2%,2%,x,x,x,7%,-6%
AT treatment,1%,5%,x,-4%,-3%,-1%,-3%
Menin-MLL TR inh,-9%,25%,x,x,x,-16%,-7%
TCR act,-1%,-4%,-3%,7%[46.1 µM],-2%,3%,x
TSHR antagonist,-5,-8,x,-14,-17,-1,34
PTAP TSG101 blk,0%,-4%,6%,-4%,-7%,-8%,0%
MBNL1-CUG inh,-1%,-5%,x,x,x,u,2%

# Compound activity from PubChem.
